# Bioassay records as filed in PubChem BioAssay.
# PolyA inh = polyadenylation inhibitors in yeast reporter cells, primary screen, luminescence, S. cerevisiae; calls only at 12 µM; AID 1875, 2009; 300,000 tested, 0.02% active; S. cerevisiae SKY197-pL101 polyadenylation reporter, beta-gal luminescence; efflux-impaired pdr1/pdr3 knockout yeast; score 100 = 6 SD above DMSO;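 active = lowest replicate activity score at least 50, where 100 means six control SD above control mean; inconclusive = lowest score under 50 but half or more replicates reach 50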;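 note: yeast exposed to compound for 9 h at 30 °C; higher score means more reporter readthrough which indicates perturbed polyadenylation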
# aSyn 5UTR inh = MLPCN primary screen, SNCA 5' untranslated region; alpha-synuclein 5'UTR reporter, inhibitor activity; inhibition, % (tested at 7.5 µM); 300,000 tested, 0.82% active; in the data active = inhibition above about 60%; inconclusive = no clear call, values can overlap the other calls;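 note: H4 neuroglioblastoma cells stably carrying SNCA 5'UTR luciferase fusion; 0% = DMSO wells and 100% = positive control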
# HSF-1 act = HSF-1 activators, primary screen, NIH3T3-HGL cells, MG132 stress, luminescence, single point; activation, % at 9 µM; 300,000 tested, 1.7% active; NIH3T3-HGL HSF-1 luciferase reporter, 8 h; 100% = twice DMSO control signal;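 active = mean replicate activation of at least 50% with a set share of replicates each reaching 50%; inconclusive = only one of those two conditions met; inactive = mean below 50% and too few replicates reaching it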;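 note: 0% = median of the neutral control wells and 100% = twice that signal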
# IEC-6 tox = cytotoxicity in IEC-6 intestinal epithelial cells, primary screen, cytotoxicity control for KLF5 inhibitor project, cell-based, luminescence; IEC-6 cytotoxicity, luminescence viability; inhibition, % at 5 µM; 290,000 tested, 0.78% active; in the data active = inhibition above about 22%;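 note: 0% = plate median of test compound wells and 100% = cytotoxic reference compound wells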
# KLF5 inh = KLF5 expression inhibitors, primary screen, DLD-1 cells, luminescence; DLD-1 KLF5 promoter-luciferase reporter; inhibition, % at 5 µM; 290,000 tested, 0.23% active; AID 1700, 2009;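 active = inhibition above a per-plate limit of that plate's mean compound inhibition plus 3 SD, cut at about 60% in these data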;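 note: 0% = DMSO wells and 100% = LY294002 at 200 µM; higher means less KLF5 promoter-driven luciferase light; inactives centre near -14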
# GSK3A inh = blockers of GSK3A enzyme activity – biochemical, luminescence, cell-free homogeneous, HTS, primary screen | Glycogen synthase kinase-3 alpha (Homo sapiens), P49840 | GSK-3 alpha kinase, ADP-Glo luminescence, 60 min | inhibition, % at 10 µM | 320,000 tested, 0.1% active | AID 2650, 2010;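 in the data active = inhibition above about 50%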;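 note: GST-tagged GSK-3 alpha with peptide substrate and 25 µM ATP; 0% = DMSO neutral wells and 100% = GW8510 positive control wells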
# Target sequence (P49840 whole entry, looked up): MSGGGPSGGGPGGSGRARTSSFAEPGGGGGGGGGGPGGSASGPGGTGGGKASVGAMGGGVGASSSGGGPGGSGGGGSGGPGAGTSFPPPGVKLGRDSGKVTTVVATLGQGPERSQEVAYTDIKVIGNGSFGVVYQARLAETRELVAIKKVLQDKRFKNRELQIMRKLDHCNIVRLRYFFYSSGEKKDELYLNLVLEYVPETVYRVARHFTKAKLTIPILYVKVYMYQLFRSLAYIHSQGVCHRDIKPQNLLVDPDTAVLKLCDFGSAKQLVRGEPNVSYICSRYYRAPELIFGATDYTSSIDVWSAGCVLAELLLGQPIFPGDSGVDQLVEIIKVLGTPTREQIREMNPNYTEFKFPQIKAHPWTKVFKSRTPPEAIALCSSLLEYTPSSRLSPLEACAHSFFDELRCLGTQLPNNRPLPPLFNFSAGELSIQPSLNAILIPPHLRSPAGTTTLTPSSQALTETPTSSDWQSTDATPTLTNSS
# HSP90 refold inh = HSP90 inhibitors, primary screen, cell lysate, luminescence; Heat shock protein HSP 90 (rabbit reticulocyte lysate; luciferase refolding); Rabbit reticulocyte lysate, luciferase refolding luminescence, 3 h; inhibition, % at 5.6 µM; 290,000 tested, 0.91% active; AID 1789, 2009;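 active = inhibition above the screen-wide mean plus 3 SD, computed separately per campaign, cut at about 16% in these data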;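 note: 0% = DMSO wells and 100% = 60 µM geldanamycin wells; inhibitors lower the luminescence because luciferase stays unfolded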
# GSK3beta inhib = human GSK3beta kinase inhibitors, primary screen, biochemical, cell-free homogeneous, HTS; Glycogen synthase kinase-3 beta (Homo sapiens), P49841; AID 2097, 2009; 300,000 tested, 0.038% active; activity score (negative = inhibition), % at 10 µM; GST-GSK3beta kinase, ADP-Glo luminescence, 60 min; hits give low values;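 active = more than half of replicate wells score below -50%, meaning over 50% inhibition versus plate controls; inconclusive = some replicates but at most half score below -50%; inactive = no replicate scores below -50%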;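 note: 0% = median DMSO wells and -100% = median GW8510 positive control wells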
# Target sequence (P49841 whole entry, looked up): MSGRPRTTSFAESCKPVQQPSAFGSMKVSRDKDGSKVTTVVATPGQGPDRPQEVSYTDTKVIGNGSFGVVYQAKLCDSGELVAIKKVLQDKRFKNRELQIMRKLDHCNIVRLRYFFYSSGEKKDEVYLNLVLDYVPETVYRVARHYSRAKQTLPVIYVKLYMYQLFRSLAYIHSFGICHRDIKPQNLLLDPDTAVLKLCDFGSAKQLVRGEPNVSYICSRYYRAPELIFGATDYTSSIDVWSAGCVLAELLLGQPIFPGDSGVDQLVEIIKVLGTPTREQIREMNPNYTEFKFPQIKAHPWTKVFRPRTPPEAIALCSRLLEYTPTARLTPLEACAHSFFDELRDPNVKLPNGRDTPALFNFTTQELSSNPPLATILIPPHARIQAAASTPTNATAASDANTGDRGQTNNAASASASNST
#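 Test system: GST-fused GSK3beta enzyme, cell-free | Quantity: 1.6 ng GST-GSK3beta enzyme per well | Reagent: 25 µM ATP with peptide substrate | Schedule: 60 min enzyme reaction, room temperature | Signal: Luminescent ADP-Glo measurement of ADP formed | Read-out basis: Score relative to plate controls | Control set: DMSO and 20 µM GW8510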
# AI-2 QS modul = Vibrio harveyi AI-2 quorum sensing modulators, primary screen, JMH597 strain, luminescence/OD600 ratio | Vibrio harveyi JMH597 AI-2 luminescence/OD600 ratio, 9 h; hits give low values; strain lacks LuxN and CqsS sensors; 0 = neutral-control median | activity change, % at 7.5 µM | 300,000 tested, 0.4% active; in the data active = activity change below about -75%, passing the limit was not always enough; inconclusive = no clear call, values can overlap the other calls;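 note: luminescence divided by OD600 gain over 9 h not by final OD600 alone; inactives centre near 13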
# HSF1 inh = HSF1 inhibitors in luciferase reporter cells, primary screen, cell-based, NIH3T3, luminescence; 300,000 tested, 0.77% active; activity change, negative = inhibition, % at 7.5 µM (by protocol); NIH3T3-HGL HSE-luciferase, MG132-induced, luminescence 8 h; hits give low values; AID 2098, 2009;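 active = more than half of replicate wells show activity change below -50%, luminescence cut by over half; inconclusive = some wells, but at most half, below -50%; inactive = no replicate well below -50%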;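 note: luciferase reports HSF-1 transcriptional activity via heat shock element; 0% = median of DMSO wells and -100% = zero luminescence signal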
# An asterisk follows results filed as active; i = inactive; ? = inconclusive; . = not tested or not shown. An excerpt; rates above refer to the full screens.
SMILES,PolyA inh,aSyn 5UTR inh,HSF-1 act,IEC-6 tox,KLF5 inh,GSK3A inh,HSP90 refold inh,GSK3beta inhib,AI-2 QS modul,HSF1 inh
C=CCN1C(=O)c2ccccc2Sc2ccc(C(=O)N3CCN(C)CC3)cc21,i,1,.,-7,9,-3,-2,-2,22,.
Cc1ccc(C(=O)Nc2ccc3ccccc3n2)cc1,i,-6,58*,-1,-104,-2,7,3,18,26
CCOC(=O)c1c(NC(=O)CCl)sc(CN(C)C)c1-c1ccccc1,i,-3,22,1,3,0,5,-1,28,10
Cc1cc(Cl)nc(Cl)c1C(=O)NC(=O)NCCC(C)C,i,20,-7,2,-13,1,4,3,0,-4
CCOc1ccc(NC(=S)N(CCCN2CCOCC2)Cc2cn(C)c3ccccc23)cc1,i,12,2,-6,-24,0,-6,4,16,2
CCOc1oc(-c2ccc(OC)cc2)nc1C(F)(F)F,i,2,9,0,2,-1,-2,1,6,-8
Cn1c(-c2sc3cc(C(F)(F)F)cnc3c2-c2ccccc2)n[nH]c1=S,i,22,7,-2,-15,-6,3,-3,6,-5
O=C(O)c1ccc(OCCN2CCCC2=O)cc1,i,-17,4,-10,-32,3,-6,2,20,-1
Cc1ccc(S(=O)(=O)NC(C)(C)CN2CCNCC2)cc1,i,-16,24,-1,-23,-2,0,2,0,4
Cc1c(O)nc(SCC(=O)Nc2ccc3c4c(cccc24)CC3)n(-c2ccc(F)cc2)c1=O,i,-2,4,2,-9,0,3,1,18,-5
CSc1nnc(COc2ccc(C)cc2)n1N,i,-17,-11,-6,-17,1,-2,1,35,-2
Fc1ccc(C2CC(c3ccccc3)n3ncnc3N2)cc1 (stereo unspecified),i,11,10,0,0,2,2,1,25,-1
O=C(CNC(=O)c1ccccc1)NCC(=O)OCc1ccccc1Cl,i,-26,-12,-4,-26,-3,1,-3,9,-6
CC1(C)CC(=O)C2=C(C1)N(c1ccc(F)cc1)C(=O)C2(O)C(F)(F)F (stereo unspecified),i,5,-1,-1,1,-5,-1,-1,6,-6
Cc1cc(Cl)ccc1OCC(=O)NCCCN1CCOCC1,i,19,-9,-7,-24,-4,-4,1,3,9
CSCCC(NC(=O)C1CCC(C)CC1)C(=O)O (stereo unspecified),i,11,6,4,-6,-3,2,0,5,-1
NC(=O)Cn1cnc2c(nnn2-c2ccc(F)cc2)c1=O,i,12,-13,2,-20,-1,-2,-2,17,7
CC(=O)Nc1ccccc1OCc1nnc(-c2ccccc2Cl)o1,i,-55,16,2,-29,-3,1,1,24,1
COc1ccccc1/C=C/CN1CCC(n2nccc2NC(=O)C2CC2)CC1,i,-8,7,-5,-23,-1,1,3,12,-3
Cn1cccc1/C=N/N1CCN(Cc2ccccc2Cl)CC1,i,2,-6,-6,8,-1,2,2,24,-4
CCOC(=O)c1sc(NC(=O)c2ccc(C)s2)cc1C,i,-170,69*,8,-136,1,3,0,22,49
C=CCON1C(=O)c2ccccc2C1=O,i,-4,-4,-5,-9,-8,0,4,17,-5
C#CC[N+](CC)(CC)CC#Cc1cccc(Cl)c1,i,-2,-9,3,2,1,1,-2,26,-2
CCNC(=O)CN(c1ccccc1OC)S(=O)(=O)c1cccs1,i,5,-5,-2,-27,-1,4,0,25,-3
Cc1ccc(NC(=O)C2CCN(S(=O)(=O)c3ccc(F)cc3)CC2)cc1,i,3,-4,-3,-38,1,0,2,15,-5

# Additional structures.
SMILES,PolyA inh,aSyn 5UTR inh,HSF-1 act,IEC-6 tox,KLF5 inh,GSK3A inh,HSP90 refold inh,GSK3beta inhib,AI-2 QS modul,HSF1 inh
CC(=O)NCCCc1nc2ccccc2n1Cc1c(F)cccc1Cl,i,-3,-10,1,3,1,3,0,31,1
Cn1ccs/c1=N\S(=O)(=O)c1ccc(Br)cc1,i,11,-8,-5,0,0,-1,0,30,3
C#CCNC(=O)/C=C/c1ccc(C)cc1,i,3,7,3,-61,1,2,3,9,5
CCOCCCNC(=O)C1CCC(CNS(=O)(=O)c2cccc3nsnc23)CC1 (stereo unspecified),.,.,.,6,6,-1,4,.,.,.
Cc1ccc(NC(=O)CCN2CC(C)OC(C)C2)cc1 (stereo unspecified),i,-3,-2,-2,-29,-2,0,2,5,-4
O=C(O)c1ccc(/C=N/NC(=O)c2cc(-c3ccc4c5c(cccc35)CC4)n[nH]2)cc1,i,2,24,3,-12,2,-4,-4,18,3
Cc1ccccc1Nc1ccc2nonc2c1[N+](=O)[O-],i,17,-1,-2,-11,-3,-4,-1,31,-8
COc1ccccc1CC(NC(C)=O)C(=O)NC1CCN(C(=O)c2ccc([N+](=O)[O-])cc2)CC1 (stereo unspecified),i,-2,-8,2,-8,0,-1,0,13,-10
CC(=O)Nc1cc2nc(C)n(Cc3ccccc3)c2nc1C,i,7,7,-1,-34,-1,-3,-3,8,-1
Cc1cc(C(=O)CSc2nnc(Nc3ccccc3)s2)c(C)n1CC1CCCO1 (stereo unspecified),i,-21,16,-10,-26,-2,0,3,19,8
COCC(C)n1c(SCC(=O)N(C)C2CCS(=O)(=O)C2)nc2ccccc2c1=O (stereo unspecified),i,8,-7,-6,-30,-1,4,0,8,-5
CCOC(=O)N1CCC(NC(=O)c2cc(C(=O)Nc3ccc(OC)c(OC)c3)ccc2CO)CC1,i,-1,-3,-2,-16,2,1,2,18,-4
CS(=O)(=O)c1ccc2nc(NC(=O)c3cc(-c4ccccc4)nn3-c3ccccc3)sc2c1,i,-56,-2,1,-28,4,0,-1,19,-6
CCCOc1ccc(/C(O)=C2\C(=O)C(=O)N(CCCOC)C23C(=O)N(C)c2ccccc23)cc1 (stereo unspecified),i,23,-6,0,-14,13,2,4,21,-8
CCc1ccc(/C(C)=N/NC(=O)CNC(=O)/C=C/c2ccco2)cc1,.,-8,2,.,.,-1,.,9,11,-5
Cc1cc(-c2ccc(Br)s2)nc(-n2cccc2)n1,i,16,1,-4,-5,.,-5,-2,10,3
CC(C)C[C@H](NC(=O)N1CCn2c1nc1ccccc12)C(=O)NCc1ccco1,i,11,-7,0,-9,4,2,0,-1,2
Cc1ccc(NC(=O)OCCN2CCN(Cc3ccccc3)CCC2=O)cc1C,i,8,9,2,-33,-4,1,-3,4,-1
COc1ccc(CC(=O)N/N=C/c2ccc(C)s2)cc1,i,-5,-9,.,.,-1,.,2,-6,-5
O=C(C1=C(O)C(=O)N(CCN2CCOCC2)C1c1ccc(F)cc1)c1cccs1 (stereo unspecified),i,-6,-10,-2,-19,-1,1,3,15,2
CC1Cc2ccccc2N1S(=O)(=O)c1cnc(Cl)c(Br)c1 (stereo unspecified),i,8,-5,0,-2,-2,1,0,5,13
c1ccc(NC2=NCCN2CCC2CCCC2)cc1,i,-19,-14,0,7,-2,-5,-2,9,-2
COC(=O)c1sccc1NC(=O)c1ccc(OC)c([N+](=O)[O-])c1,i,2,-1,-2,-23,-1,0,4,23,-2
Cc1ccc(-n2nc3c(=O)n(CC(=O)NCc4ccccn4)nc(C)c3c2C)cc1,i,12,1,10,-28,1,1,.,23,4
CC(C)Cc1ccc(-c2cc(=O)[nH][nH]2)cc1,i,35,7,-7,-14,-1,0,1,1,-2

# Next part
SMILES,PolyA inh,aSyn 5UTR inh,HSF-1 act,IEC-6 tox,KLF5 inh,GSK3A inh,HSP90 refold inh,GSK3beta inhib,AI-2 QS modul,HSF1 inh
N#Cc1nc(COc2cccc(Cl)c2)oc1N1CCCC1,i,-9,23,4,-8,1,-3,2,-1,2
O=C(CCn1c(=S)[nH]c2ccccc2c1=O)NCCSCc1ccccc1,i,25,5,-6,8,-4,-5,-1,10,-6
CC(C)(C)CC(=O)Nc1ccccc1N1CCN(c2ccccc2)CC1,i,11,1,-8,-7,0,3,-1,22,5
O=C(O)c1cc(NCc2ccc3c(c2)OCO3)ccc1N1CCOCC1,i,5,-17,-9,-8,-2,1,1,45,-5
Cc1ccc(OCC(=O)N2CCC(N3CCCCCC3)CC2)cc1,i,5,-2,-1,2,1,-4,2,21,-5
CCn1c(=N)n(CC(O)c2cccs2)c2ccccc21 (stereo unspecified),i,1,7,-5,-10,-2,1,-1,9,-3
O=C(c1cccc(N2C(=O)c3ccccc3C2=O)c1)N1CCCCCC1,i,-17,3,-8,-42,-2,2,3,20,1
Cc1cc(C)nc(SCc2nnc(SCC(=O)OC3CCCCC3)o2)n1,i,-9,17,-2,-27,-2,-3,2,15,-2
CCN(Cc1ccccc1)C(=O)c1ccc(NC(=O)c2ccc(OC)cc2)cc1,i,-24,24,-5,-1,-2,-3,-4,18,-3
O=C(O)CSCC(=O)Nc1cc(C(F)(F)F)ccc1Cl,i,-14,3,5,0,0,1,5,-1,-4
Cc1cnc(NC(=O)c2cc3ccccc3o2)s1,i,32,41,2,-172,6,38*,1,13,11
Cc1nc(-c2ccccc2O)n(-c2ccccc2)n1,i,19,10,0,1,1,5,5,4,0
Cc1ccc(NC(=O)CCS(=O)(=O)c2ccc3c(c2)NC(=O)C(C)S3)nc1 (stereo unspecified),i,5,?,-5,-24,-2,-1,0,15,15
CC(=O)NC(CCS(C)(=O)=O)C(=O)Nc1ccc(Oc2ccccc2)cc1 (stereo unspecified),i,-17,1,1,2,0,-5,0,-29,0
O=C(NCc1ccccc1)c1ccc2nc(N3CCOCC3)sc2c1,i,-30,-11,2,-25,1,0,2,15,2
Clc1ccc(-n2nnnc2-c2ccccc2)cc1,.,.,.,6,-3,1,2,.,.,.
CCOC(=O)N1CCN(c2c(NCCc3ccc(C)cc3)c(=O)c2=O)CC1,i,10,6,1,-11,3,2,1,20,5
COc1cccc(CNCCc2c[nH]c3ccccc23)c1OCc1ccc(F)cc1,i,-15,-11,0,-4,3,0,1,19,-11
CCN1CCN(C(=O)c2cn(CCOC)c(=O)c3c2c2ccccc2n3C)CC1,i,-3,-19,0,-3,-1,3,-5,21,2
CN1CCN(c2ccc([N+](=O)[O-])cc2NC(=O)c2ccco2)CC1,i,9,15,-6,-11,1,-3,1,23,-3
O=C(c1cccc([N+](=O)[O-])c1)N1CCN(c2cccc(Cl)c2)CC1,i,-8,-18,8,-13,1,0,-2,28,-10
Cc1ccc(S(=O)(=O)N2CCCCC2)cc1NC(=O)COC(=O)c1c(F)cccc1F,i,6,-3,-5,-33,-1,4,2,25,-4
